procasp7 counter: counter-screen: procaspase-7 (human) activation | recombinant procaspase-7, Ac-DEVD-pNA absorbance 405 nm; D23A/D198A/D206A triple mutant, cannot self-cleave; scale: DMSO 0, 5 µM enzyme 100 | P55210 | activation, % at 8.5 µM | 0.093% of 330,000 active;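 active = percent activation above the screen-wide mean plus 3 SD, cut at about 25% in these data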
Target sequence (P55210 whole entry D23A/D198A/D206A): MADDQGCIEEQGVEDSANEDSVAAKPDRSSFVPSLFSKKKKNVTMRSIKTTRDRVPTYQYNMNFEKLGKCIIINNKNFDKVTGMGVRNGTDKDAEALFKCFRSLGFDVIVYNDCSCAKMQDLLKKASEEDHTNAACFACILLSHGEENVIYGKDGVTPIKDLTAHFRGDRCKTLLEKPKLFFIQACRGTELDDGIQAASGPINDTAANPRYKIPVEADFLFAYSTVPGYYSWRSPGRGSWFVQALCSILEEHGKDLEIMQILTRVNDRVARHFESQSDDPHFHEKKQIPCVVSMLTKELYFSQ
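System: Procaspase-7 triple mutant (PC-7 D3A); measure: % activation from two-timepoint absorbance difference, scaled to controls; times: 1 h compound preincubation, 2 h substrate cleavage, 25 °C; also added: Ac-DEVD-pNA substrate, 400 µM as added; measured by: Epi-absorbance of released pNA at 405 nm, two timepoints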
Efflux pump mplx: blocks antifungal efflux pumps in multiplex yeast assay | AID 485275 | inhibition, % at 10 µM | 0.44% of 330,000 active | S. cerevisiae Candida pump triplex, Nile Red efflux;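 active = plate passing quality check with inhibition over a set limit, or well fluorescence over plate mean plus 4 SD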;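 note: Nile Red retained in pooled yeast measured as flow cytometry median fluorescence; 0% = buffer negative control and 100% = Enniatin B positive control; higher means more Nile Red kept so more efflux inhibition; some compounds called inactive have numbers as strong as hits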
proCasp3 act: procaspase-3 (human) activation; P42574; recombinant procaspase-3 D3A, Ac-DEVD-pNA absorbance 405 nm; activation, % at 8.5 µM; 0.11% of 330,000 active; AID 463141;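 active = activation above the mean of all tested compounds plus 3 SD, cut at about 21% in these data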;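 note: 0% = DMSO alone and 100% = DMSO wells spiked with extra 5 µM PC-3 D3A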
Target sequence (P42574 whole entry D9A/D28A/D175A): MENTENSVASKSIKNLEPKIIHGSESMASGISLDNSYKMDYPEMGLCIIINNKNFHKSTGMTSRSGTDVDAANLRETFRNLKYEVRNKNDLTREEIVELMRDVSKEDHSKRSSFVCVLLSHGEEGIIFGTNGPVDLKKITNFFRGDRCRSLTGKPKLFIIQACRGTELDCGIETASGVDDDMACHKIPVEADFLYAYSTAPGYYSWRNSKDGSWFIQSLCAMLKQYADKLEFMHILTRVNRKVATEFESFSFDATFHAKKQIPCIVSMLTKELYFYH
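assay system = Procaspase-3 D3A mutant | signal = absorbance at 405 nm, 0 and 120 min | times = 1 h preincubation plus 2 h reaction at 25 °C | repeats = single replicate | read-out = % activation between DMSO and enzyme-spiked controls | medium = Zinc-free HEPES saline buffer with Triton X-100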
PP1 inh: counter-screen for PP5 inhibitors: inhibitors of human PP1-alpha. 0.9% of 320,000 active. inhibition, % at 6.7 µM. purified PP1alpha, OMFP fluorescence. AID 2235;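 active = inhibition above the mean inhibition of all tested compounds plus 3 SD, computed separately for each screening campaign, cut at about 15% in these data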
PP5 inh: inhibitors of human protein phosphatase 5 (PP5); 0.18% of 320,000 active; AID 1987; inhibition, % at 6.7 µM; P53041; purified PP5c, OMFP substrate fluorescence;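 active = inhibition above the campaign's mean inhibition across all tested compounds plus 3 SD, cut at about 9.5% in these data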;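 note: 0% = DMSO only and 100% = 100 µM cantharidin control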
CTSL1 counter: cathepsin L1 inhibition, PFM18AAP counter-screen; recombinant F. hepatica cathepsin L1, Z-Leu-Arg-MCA fluorescence; inhibition, % at 5.96 µM; 0.49% of 300,000 active; AID 1906;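 active = inhibition above the mean of all tested compounds plus 3 SD, set per screening campaign, cut at about 17% in these data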;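 note: 0% = plate median of test compound wells and 100% = 1 µM Z-Phe-Ala-diazomethylketone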
TPT1 inhibitor: blocks Candida albicans tRNA 2'-phosphotransferase. recombinant caTPT1, FP RNA substrate dephosphorylation. inhibition, % at 5 µM. 0.81% of 300,000 active;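 active = inhibition above the mean of all tested compounds plus 3 SD, set per screening campaign, cut at about 24% in these data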;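 note: plate controls were DMSO alone for no effect and ferristatin control at 100 nM for full effect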
JMJD2C inh: blocks human GASC-1 demethylase activity; inhibition, % at 2.35 µM; GST-JMJD2C(1-420) H3K9me3 demethylation, DELFIA europium; 0.069% of 330,000 active;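 active = more than half of a compound's replicate wells show inhibition beyond 50%, single wells judged on their own value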;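 note: signal counts dimethyl H3K9 product captured on neutravidin plate; 0% = median of DMSO wells and 100% = 0.3 times that DMSO median; strong numbers were not always called active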
Target sequence (Q9H3R0 1-420 limits assumed): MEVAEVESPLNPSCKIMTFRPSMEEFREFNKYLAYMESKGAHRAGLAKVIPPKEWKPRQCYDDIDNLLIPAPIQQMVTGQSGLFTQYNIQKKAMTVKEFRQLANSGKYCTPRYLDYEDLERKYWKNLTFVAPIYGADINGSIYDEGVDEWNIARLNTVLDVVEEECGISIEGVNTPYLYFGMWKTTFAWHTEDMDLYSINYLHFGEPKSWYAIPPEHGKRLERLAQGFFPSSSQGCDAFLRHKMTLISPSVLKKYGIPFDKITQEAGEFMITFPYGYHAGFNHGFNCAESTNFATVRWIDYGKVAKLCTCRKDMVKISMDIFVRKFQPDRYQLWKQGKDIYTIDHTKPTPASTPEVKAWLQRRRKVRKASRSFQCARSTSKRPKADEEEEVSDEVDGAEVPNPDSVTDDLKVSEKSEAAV
HCV core dimer: blocks dimerization of HCV core protein | TR-FRET GST/Flag-core106 dimerization, 1536-well | inhibition, % at 5 µM | 0.33% of 300,000 active | AID 1899;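 active = inhibition above the mean of all tested compounds plus 3 SD, set per screening campaign, cut at about 45% in these data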
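Material: GST/Flag-tagged HCV core106 proteins. Incubation: 4 h, 22.5 °C incubation. Read-out basis: inhibition (%) from 671 over 617 nm ratio. Measured by: TR-FRET, excitation 340 nm, emission 617 and 671 nm.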
Active calls of the source: *; . = no result given.

Preview, four compounds:
Values in the order – procasp7 counter, Efflux pump mplx, proCasp3 act, PP1 inh, PP5 inh, CTSL1 counter, TPT1 inhibitor, JMJD2C inh, HCV core dimer
[1] CC(CO)(CO)NCc1ccc(-c2ccccc2)cc1
 : 3, 0.2, -4, -1, -0.3, 0, -1, 23, -11
[2] O=C(Nc1ccc2c(c1)OCO2)c1ccc2c(c1)OCO2
 : -2, -0.4, 4, 1, 1.6, -3, -3, -1, 16
[3] CC(=O)N(C1=C(O)c2ccccc2C(=O)C1=O)C1CCCCC1
 : 3, 0.1, -6, -2, -0.7, 1, 1, 0, 0
[4] O=C(CN(C(=O)CCC(=O)Nc1ccccn1)c1cccc(F)c1)NCc1ccco1
 : 16, 0.0, -7, 0, 0.9, -1, 0, 9, 0

The listing, previewed entries included:
Values in the order – procasp7 counter, Efflux pump mplx, proCasp3 act, PP1 inh, PP5 inh, CTSL1 counter, TPT1 inhibitor, JMJD2C inh, HCV core dimer
[1] CC(CO)(CO)NCc1ccc(-c2ccccc2)cc1
 : 3, 0.2, -4, -1, -0.3, 0, -1, 23, -11
[2] O=C(Nc1ccc2c(c1)OCO2)c1ccc2c(c1)OCO2
 : -2, -0.4, 4, 1, 1.6, -3, -3, -1, 16
[3] CC(=O)N(C1=C(O)c2ccccc2C(=O)C1=O)C1CCCCC1
 : 3, 0.1, -6, -2, -0.7, 1, 1, 0, 0
[4] O=C(CN(C(=O)CCC(=O)Nc1ccccn1)c1cccc(F)c1)NCc1ccco1
 : 16, 0.0, -7, 0, 0.9, -1, 0, 9, 0
[5] COCCn1cnc2c1c(=O)n(Cc1ccccc1C#N)c(=O)n2Cc1ccccc1
 : -11, -0.1, -1, -1, 0.9, 1, 0, -2, 11
[6] Cc1cc(C)cc(OCc2ccc(C(=O)N3N=C(C(F)F)CC3(O)C(F)F)o2)c1 (stereo unspecified)
 : 1, -0.1, 10, 5, 8.1, -3, 5, 1, 0
[7] CC(C)(C)c1ccc(C(=O)Nc2ccc(F)cc2)s1
 : 3, 0.0, -2, -2, 1.5, 0, -2, -13, 4
[8] CC1Sc2ccc(S(=O)(=O)N3CCC(C(=O)N(C)Cc4ccco4)CC3)cc2NC1=O (stereo unspecified)
 : -4, 0.0, 2, -1, 0.7, -1, 10, -12, 6
[9] CC(C(=O)Nc1ncccn1)(c1ccccc1)c1ccccc1
 : 2, -0.3, -2, -1, -2.1, 0, -1, 2, -4
[10] COc1ccccc1NC(=O)C1=C(C)NC(=O)NC1c1ccccc1F (stereo unspecified)
 : 1, 0.4, 4, -5, 1.5, -8, 3, -13, 9
[11] Cc1ccnn1CCC(=O)N1CCCC(N2CCN(c3cccc(Cl)c3)CC2)C1 (stereo unspecified)
 : 2, -0.1, 6, -1, 2.4, -1, -4, 3, -5
[12] Cc1cc(C)cc(NC(=O)COC(=O)c2cc(=O)[nH]c(=O)[nH]2)c1
 : 10, -0.2, 1, -2, -3.1, 2, -1, -5, 1
[13] C[C@@H]1CC=C[C@H]2[C@H]1C(=O)N(Cc1ccccc1)[C@H]2c1ccc(-c2ccc(N(C)C)cc2)cc1F
 : 3, 0.0, 0, 8, 5.5, -2, 1, -2, 0
[14] COc1ccccc1NC(=O)c1ccccc1NS(C)(=O)=O
 : 1, -0.1, 7, -4, -0.6, 0, -3, -2, -4
[15] COc1cccc(N2C(=O)CC(N3CCN(C(=O)c4ccco4)CC3)C2=O)c1 (stereo unspecified)
 : -7, 0.2, 6, -2, 2.2, -1, 1, 18, -2

3 entries drawn at random from those above, as already listed:
Values in the order – procasp7 counter, Efflux pump mplx, proCasp3 act, PP1 inh, PP5 inh, CTSL1 counter, TPT1 inhibitor, JMJD2C inh, HCV core dimer
[4] O=C(CN(C(=O)CCC(=O)Nc1ccccn1)c1cccc(F)c1)NCc1ccco1
 : 16, 0.0, -7, 0, 0.9, -1, 0, 9, 0
[9] CC(C(=O)Nc1ncccn1)(c1ccccc1)c1ccccc1
 : 2, -0.3, -2, -1, -2.1, 0, -1, 2, -4
[12] Cc1cc(C)cc(NC(=O)COC(=O)c2cc(=O)[nH]c(=O)[nH]2)c1
 : 10, -0.2, 1, -2, -3.1, 2, -1, -5, 1

(next part)
Values in the order – procasp7 counter, Efflux pump mplx, proCasp3 act, PP1 inh, PP5 inh, CTSL1 counter, TPT1 inhibitor, JMJD2C inh, HCV core dimer
[16] COc1ccc(C(=O)C/C(=C\C(=O)c2ccc(C)cc2)c2ccccc2)cc1
 : -1, -0.1, 5, 1, 1.6, 3, -2, -8, 18
[17] O=C(NCCc1ccco1)C(=O)NCC1OCCCN1S(=O)(=O)c1cc(F)ccc1F (stereo unspecified)
 : 6, 0.0, 10, -5, -1.8, 0, 1, -7, 5
[18] C[C@@]12C(=O)Nc3ccc(Br)cc3C(=O)N1[C@H]1c3ccccc3OC[C@@H]1[C@@H]2c1ccccc1
 : -2, -0.1, -4, ., ., ., ., 39, .
[19] Cc1ccc2c(c1)-n1c(nc3ccc(C)cc3c1=O)C(Cc1ccc(O)cc1)NC2=O (stereo unspecified)
 : 3, 0.1, 2, ., ., ., ., -2, .
[20] CNC(=S)Nc1cccc([N+](=O)[O-])c1
 : 6, -0.1, 6, 0, 0.7, -3, -3, -11, 0
[21] CN(c1ccccc1)S(=O)(=O)c1ccc(C(=O)NCCc2ccc(F)cc2)cc1
 : -2, -0.1, 7, 1, 3.0, -3, 0, 56, -2
[22] Cn1c(=O)[nH]c(NC2CCCCC2)c([N+](=O)[O-])c1=O
 : 7, 0.1, 4, -2, 1.0, 3, -6, 0, -5
[23] S=c1[nH]nc(COc2ccccc2)n1/N=C/c1cccc(Br)c1
 : -14, 0.0, -14, 33*, -1.0, 1, 0, 2, 8
[24] Cc1csc(NC(=O)C2CCCN(S(=O)(=O)c3ccc4c(c3)oc(=O)n4C)C2)n1 (stereo unspecified)
 : -4, 1.1, 5, 0, 0.0, 2, 2, 2, -17
[25] COc1ccc(C2=NS(=O)(=O)N(C)C(C(=O)Nc3ccc(C(C)=O)cc3)=C2)cc1OC
 : 12, 0.1, -3, -4, 2.3, -1, -6, 15, 11
[26] COC(=O)c1cc2c(ccn2-c2ccc(F)cc2)n1CC(=O)C(C)(C)C
 : 0, 0.4, -15, -3, 1.5, 4, 2, 4, 2
[27] CC(=O)C1=C(O)C(=O)N(Cc2ccccc2)C1c1ccc(Cl)cc1 (stereo unspecified)
 : 2, 0.0, -5, 5, -0.3, -1, 4, 2, 3
[28] CC1CN(c2nc(-c3ccc(Br)cc3)nnc2-c2ccccc2)CC(C)N1 (stereo unspecified)
 : 14, -0.1, -4, 0, 0.6, -4, -5, -7, -7
[29] CCN(CC)CCNC(=O)c1cc2c(-c3cccc(OC)c3)nn(C)c2s1
 : 8, -0.2, 7, 0, 0.7, 2, -3, -2, -2
[30] COc1cc(O)c(C(CCN2CCOCC2)c2ccc(N(C)C)cc2)c(OC)c1 (stereo unspecified)
 : -16, -0.1, 5, -2, 0.1, -2, -1, 5, -6
[31] COCCN1C(=O)c2ccc(C(=O)Nc3nccs3)cc2C1=O
 : -7, 0.1, 2, -4, 0.2, 0, 4, 4, 1
[32] CCNc1nc(NC(C)C)nc(Nn2cnnc2)n1
 : 7, 0.1, 0, -5, 0.4, -3, 2, 3, 0
[33] COc1ccc(C(=O)NNC(=O)c2ccc(S(=O)(=O)N3CCCCC3)cc2)cc1
 : -1, 0.5, 4, -4, 2.0, -1, 1, -6, -7
[34] CCN(CC)C(=O)C1CCN(S(=O)(=O)c2cccc3nonc23)CC1
 : -17, 0.3, -1, 0, 0.1, -1, 2, -13, -1
[35] Fc1ccccc1COc1ccccc1CNCc1ccncc1
 : -1, 0.0, -3, 6, 0.8, -1, -1, -11, 1
[36] O=S(=O)(c1cccc2nsnc12)N1CCNCC1
 : -1, -0.1, 11, 0, -1.2, -1, -1, 3, -13
[37] Cn1cc(Br)c(C(=O)NNC(=O)c2ccc(Cl)cc2)n1
 : 7, 8.9*, 6, -1, -0.8, -2, -3, -15, -6
[38] O=C1Nc2ccccc2C1=Nc1cccc(Cl)c1
 : 3, 0.3, -1, 4, 3.2, 1, -2, 4, -4
[39] COc1ccc(/C=C2\CCc3ccccc3C2=O)cc1Cn1nc(C)cc1C
 : 3, 0.0, 1, 4, 3.9, -3, 2, 5, 20
[40] O=C(CSc1nnc(CNC(=O)c2ccco2)o1)Nc1ccccc1F
 : 5, 0.0, -2, -3, -0.1, 1, 0, 1, -5
[41] CCn1c(C(=O)O)c(CC(=O)NC2CCCCCC2)c2ccccc21
 : 0, 0.0, -1, -3, 2.0, -7, -3, 8, -4
[42] CC(NCCc1ccc(S(N)(=O)=O)cc1)C(=O)NCCc1ccc(F)cc1 (stereo unspecified)
 : 4, 0.0, 3, 0, 4.2, 4, -1, -1, -2
[43] CCN(CC)c1ccc(NC(=O)c2c(OC)cccc2OC)c(C)c1
 : 6, 0.0, -1, -2, 0.2, 2, 2, -7, -12
[44] COc1ccc(Cn2nc(C)cc2C)cc1OC
 : -8, 0.0, -4, 2, -0.2, -3, 0, 4, 3
[45] CCOCc1nnc(NC(=O)C2CC(=O)N(CCc3ccc(F)cc3)C2)s1 (stereo unspecified)
 : -7, 0.1, -4, -2, 2.6, 2, -1, -3, 2
[46] CCCC(=O)C1=C(N2CCCCC2)CC(C)(C)C(C(=O)OC)C1=O (stereo unspecified)
 : 9, 0.0, 15, 2, 0.0, 5, 1, -11, -2
[47] COc1ccc(C2(C(=O)N3CCOCC3)CCCC2)cc1
 : -7, -0.1, 0, -5, 1.3, -2, 5, 6, 0
[48] COc1ccccc1-c1nnc(C2CCN(S(=O)(=O)c3ccc([N+](=O)[O-])cc3)CC2)o1
 : 5, 0.1, 0, -2, 2.2, 2, -1, 4, -1

Complete entries, quoted from the list. Values in the order: procasp7 counter	Efflux pump mplx	proCasp3 act	PP1 inh	PP5 inh	CTSL1 counter	TPT1 inhibitor	JMJD2C inh	HCV core dimer
O=C(CSc1nnc(CNC(=O)c2ccco2)o1)Nc1ccccc1F reads 5	0.0	-2	-3	-0.1	1	0	1	-5
CCCC(=O)C1=C(N2CCCCC2)CC(C)(C)C(C(=O)OC)C1=O (stereo unspecified) reads 9	0.0	15	2	0.0	5	1	-11	-2
